Salmonella PhoP GFP – inhibitors of PhoP regulon expression, primary screen, Salmonella Typhimurium, GFP reporter (AID 1863). S. Typhimurium PhoP-regulated promoter GFP reporter, 4 h; higher % means a stronger effect. inhibition, % at 50 µM; hits with a dose series show IC50 in µM. 300,000 compounds, 0.16% hits;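 active = inhibition over 29.93%, a cutoff 3 SD above the screen mean, later confirmed by dose response; inconclusive = inhibition over 29.93% but no dose response follow-up; inactive = inhibition at most 29.93% or unconfirmed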;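 also: 0% = low Mg2+ inducing control and 100% = high Mg2+ repressing control; strong numbers were not always called active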
SIAH1 antagonists – Siah-1 peptide-binding antagonists, primary screen, biochemical, fluorescence polarization, rhodamine-plectin, uHTS (AID 1817); Siah-1 / rhodamine-plectin peptide fluorescence polarization; higher % means a stronger effect; E3 ubiquitin-protein ligase SIAH1 (Homo sapiens); 290,000 compounds, 0.02% hits; displacement, % at 20 µM; hits with a dose series show IC50 in µM;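 active = displacement of at least 50% at 20 µM, with a fluorescence ratio check between 0.3 and a set limit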;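 also: plate controls were Siah plus tracer with DMSO for no effect and tracer alone without Siah for full effect; strong numbers were not always called active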
RSV CPE inhibition – RSV antiviral activity via CPE protection, HEp-2 cells, primary 10 µM value included (AID 2391). HEp-2 cells, RSV-induced CPE inhibition; higher % means a stronger effect. CPE inhibition, % at 10 µM, or IC50 in µM where a hit was titrated. 310,000 compounds, 0.13% hits; in the data active = a potency from the dose series; inconclusive = CPE inhibition mostly from about 23% at the one dose, without a potency; inactive = the rest, 99 in 100 with CPE inhibition below about 21%; also: strong numbers were not always called active
Myeloid diff 2 – induction of myeloid progenitor differentiation, primary screen, cell-based, flow cytometry, MLPCN library | calls only at 10 µM | ER-HoxA9 myeloid progenitors, lysozyme-GFP differentiation | 360,000 compounds, 1% hits;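 active = normalized GFP-positive differentiation at or above the plate's own cutoff, the solvent-only control mean plus 3 SD; inconclusive = no clear call, values can overlap the other calls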;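 also: cells exposed to compound for four days before flow analysis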
Myeloid diff 2 GFP+ MAC1+ % – further read-out of Myeloid diff 2, marked with its call; GFP+ MAC1+ double positive, %; measured here: differentiation confirmed by MAC1 staining
* marks the source's active call; other numbers are inactive results; i = inactive; ? = inconclusive; · = not tested or not shown; & = joins results of further samples. These rows are one share of the data, so the mix of outcomes need not match the whole.

SMILES	Salmonella PhoP GFP	SIAH1 antagonists	RSV CPE inhibition	Myeloid diff 2	Myeloid diff 2 GFP+ MAC1+ %
CN(CC=CCN(C)P(=S)(N1CC1)N1CC1)P(=S)(N1CC1)N1CC1	·	·	·	?	·
CC(=O)OC1C(=O)OCC23CCC4(C)OC4C2OC2CC(OC(=O)C=CC=CC(=O)OCCC1C)C3(C)C21CO1 (configuration not stated)	·	·	·	?	·
CN(Cc1cccc(-c2ccncc2)c1)C(=O)Oc1ccccc1Cl	·	·	·	i	1.1
CCCCn1nnnc1C(c1ccc(OC)cc1)N1CCC2(CC1)C(=O)NCN2c1ccccc1 (configuration not stated)	·	·	·	i	0.4
C[C@]12CCC3C(CC[C@H]4[C@H](O)[C@H](O)CC[C@]34C)C1CC[C@@H]2O (some centres not stated)	·	·	·	i	1.1
Nc1ccc(Cl)c(Cl)c1	·	·	·	i	0.8
N#C/C(=C\c1ccc(O)cc1)C(=O)O	·	·	·	i	2.0&2.9
C=C(C)C1(CCCC)C(=O)NC(=S)NC1=O	·	·	·	i	2.6
C[C@]12CCC3C(CC[C@H]4C[C@H](O)[C@H](O)C[C@]34C)C1CC[C@@H]2O (some centres not stated)	·	·	·	i	1.0
Cn1cc(C(=O)OCC(=O)NC2(C#N)CCCCC2)c2ccccc21	·	·	·	i	0.3
Cc1cccc(OCC(O)CN2CC2)c1 (configuration not stated)	·	·	·	i	1.0
COc1ccc(-n2nnnc2C(c2ccnc3ccccc23)N2CCC3(CC2)C(=O)NCN3c2ccccc2)cc1 (configuration not stated)	·	·	·	i	0.7
COc1cc2c(c(OC)c1O)-c1ccc(OC)c(=O)cc1C(NC(=O)C(F)(F)F)CC2 (configuration not stated)	·	·	·	?	·
O=C1NCN(c2ccccc2)C12CCN(C(c1cccs1)c1nnnn1Cc1ccccc1)CC2 (configuration not stated)	·	·	·	i	1.4
CC1CN2C(=O)C1(c1ccccc1)C(=O)NC2=S (configuration not stated)	·	·	·	i	0.4
S=C(N1CCCCCC1)N1CC1	·	·	·	i	0.6
O=P1(NCCCl)OCCC(OO)N1CCCl (configuration not stated)	·	·	·	i	1.2
N#CC1c2ccccc2-n2nncc2CN1S(=O)(=O)c1ccc(Cl)cc1 (configuration not stated)	·	·	·	i	4.5
COc1ccc(NP2(=O)NCCCN2)cc1	·	·	·	i	1.7
COc1ccc(C(c2nnnn2-c2ccc(OC)cc2)N2CCC3(CC2)C(=O)NCN3c2ccccc2)cc1 (configuration not stated)	·	·	·	i	0.7
CC(=O)OC1(C)CC(C)C(=O)C(C(O)CC2CC(=O)NC(=O)C2)C1 (configuration not stated)	·	·	·	i	2.3
c1ccc(CN2COC3CCCCCC32)cc1 (configuration not stated)	·	·	·	i	0.7
CC(=O)Nc1ccc(S(=O)(=O)N2Cc3cnnn3-c3ccccc3C2C#N)cc1 (configuration not stated)	·	·	·	i	0.7
CN1CC[C@@]2(C)c3cc(O)ccc3N(C)[C@@H]12	·	·	·	i	1.2&1.1
C[C@@H]1CN([C@H](C)CO)C(=O)CCCn2nncc2CO[C@@H]1CN(C)C(=O)Oc1ccccc1	·	·	·	i	4.9
C[C@]12CCC3C(CC[C@H]4[C@H](O)[C@H](O)CC[C@]34C)C1CCC2=O (some centres not stated)	·	·	·	i	0.8
O=C(COC(=O)c1cc(Br)cc(Br)c1O)NC12CC3CC(CC(C3)C1)C2	·	·	·	i	0.6
Cc1ccc2nc(-c3ccc(CN4CCC(n5c(=O)[nH]c6ccccc65)CC4)cc3)c(-c3ccccc3)nc2c1	·	·	·	i	2.1
Cc1cc(C)c(C)c(C(O)(C(=O)O)c2ccccc2)c1C (configuration not stated)	·	·	·	i	0.5
O=C(O)C1CC2(Cl)C(Cl)=C(Cl)C1(Cl)C2(Cl)Cl (configuration not stated)	·	·	·	i	1.4
Cc1ccccc1NC(=O)N1Cc2ccccc2-n2nncc2C1	·	·	·	i	0.8
CC1CNCCN1c1ccc(Cl)cc1 (configuration not stated)	·	·	·	i	1.7
O=C1NC(=O)C(Cc2ccccc2)(Cc2ccccc2)C(=O)N1Cc1ccccc1	·	·	·	i	1.5
COc1cc2c(cc1OC)C13CCN4CC5=CCOC6CC(=O)N2C1C6C5C3C4 (configuration not stated) (tested in a mixture with another compound)	·	·	·	i	1.9
CC1CCN(C(CC(=O)c2ccccc2)C(=O)c2ccccc2)CC1 (configuration not stated)	·	·	·	i	0.7
CCC1CN1P(=O)(c1ccccc1)N1CC1CC (configuration not stated)	·	·	·	i	0.4
Nc1ccc(CC(N)c2csc(Nc3ncccn3)n2)cc1 (configuration not stated)	·	·	·	i	0.9
Cc1ccccc1C(=O)N1CC1C (configuration not stated)	·	·	·	i	0.6
O=C(NCC1=C(c2cccc3ccccc23)C[C@@H]2CC[C@H]1N2Cc1ccco1)c1cccnc1	·	·	·	i	0.3
C=CCCC[C@@H]1OC(=O)CNC(=O)C([C@@H](C)CC)NC(=O)[C@@H]2CCCN2C(=O)C([C@@H](C)CC)OC(=O)[C@H](Cc2ccccc2)N(C)C(=O)[C@H](C(C)C)NC(=O)C1(C)C (some centres not stated)	·	·	·	i	1.4
O=C(Cc1ccc([N+](=O)[O-])cc1)N1CCN(Cc2ccc3c(c2)OCO3)CC1	·	11%	·	i	0.5
CC1=C2[C@H]3OC(=O)[C@@H](C)[C@@H]3CC[C@@]2(C)C=CC1=O	8%	·	·	i	1.7
CC[C@H](C)/C=C(C)/C=C/C1=CC2=C(Cl)C(=O)[C@@](C)(OC(C)=O)C(=O)C2=CO1	10%	·	·	i	1.7
CCc1nccc2c1[nH]c1ccccc12	15%	·	·	i	1.5
Cc1ccccc1[N+](=O)[O-]	·	·	2.6%	i	1.4
COC(=O)C1=C(c2ccc(-c3ccccc3)c(F)c2)C[C@@H]2CC[C@H]1N2C(=O)NCCNC(C)=O	·	·	-0.9%	i	2.0
Cc1cnc(-n2c(=S)[nH]c3ccccc3c2=O)s1	·	·	0.4%	i	0.7
CCCOC(=O)c1ccc(-[n+]2c(-c3ccccc3)cc(-c3ccccc3)cc2-c2ccccc2)cc1	·	·	10%	i	2.2
COC1=CC2C3Cc4ccc(OC)c(O)c4C2(CCN3C)CC1=O (configuration not stated)	·	·	2.7%	i	0.4
C=C[C@@H]1C2=CCOC(=O)C2=CO[C@H]1O[C@@H]1O[C@H](CO)[C@@H](O)[C@H](O)[C@H]1O	·	·	0.3%	i	0.1

Structural class: the entries above with an NH in an aromatic ring.
SMILES	Salmonella PhoP GFP	SIAH1 antagonists	RSV CPE inhibition	Myeloid diff 2	Myeloid diff 2 GFP+ MAC1+ %
Cc1ccc2nc(-c3ccc(CN4CCC(n5c(=O)[nH]c6ccccc65)CC4)cc3)c(-c3ccccc3)nc2c1	·	·	·	i	2.1
CCc1nccc2c1[nH]c1ccccc12	15%	·	·	i	1.5
Cc1cnc(-n2c(=S)[nH]c3ccccc3c2=O)s1	·	·	0.4%	i	0.7

Additional results.
SMILES	Salmonella PhoP GFP	SIAH1 antagonists	RSV CPE inhibition	Myeloid diff 2	Myeloid diff 2 GFP+ MAC1+ %
COC(=O)C1=C(c2ccc(OC)c(OC)c2)C[C@@H]2CC[C@H]1N2C(=O)NC1Cc2ccccc2C1	·	·	-0.3%	i	0.5
COC(=O)C1=C(c2cccc(OCc3ccccc3)c2)C[C@@H]2CC[C@H]1N2C(=O)NCc1cccc(C(F)(F)F)c1	·	·	2.5%	i	0.9
COC(=O)C1=C(c2ccc(S(C)(=O)=O)cc2)C[C@@H]2CC[C@H]1N2C	·	·	0.4%	i	0.6
C=CC(=O)NCNC(=O)C=C	·	·	1.4%	i	1.4
COC(=O)C1=C(c2ccc(F)cc2OCc2ccccc2)C[C@@H]2CC[C@H]1N2C(=O)NCc1ccc(OC)c(OC)c1	·	·	0.1%	i	0.9
COC(=O)C1=C(c2cc3ccccc3o2)C[C@@H]2CC[C@H]1N2C(=O)NCc1cccc2ccccc12	·	·	21%	i	2.8
COC(=O)C1=C(c2ccc3ccccc3c2)C[C@@H]2CC[C@H]1N2C(=O)N1CCC(C)CC1	·	·	6.3%	i	2.9
Cn1cc(C(=O)OCC(=O)NC2(C#N)CCCC2)c2ccccc21	·	·	1.2%	i	0.7
Brc1ccc(Oc2ccc(Br)cc2Br)c(Br)c1	·	·	2.2%	i	1.1
Oc1ccccc1-[n+]1c(-c2ccccc2)cc(-c2ccccc2)c(O)c1-c1ccccc1	·	·	1.5%	i	1.7
C[C@@H]1O[C@@H](O[C@@H]2C=C3CC[C@@H]4C(CC[C@]5(C)[C@@H](c6ccc(=O)oc6)CC[C@]45O)[C@@]3(C)CC2)[C@H](O)[C@H](O)[C@H]1O (some centres not stated)	·	·	-1.8%	i	1.0
CCCNC(=O)N1[C@H]2CC[C@@H]1C(C(=O)OC)=C(c1c(C)noc1C)C2	·	·	1.7%	i	0.2
C/C=C/c1ccc2c(c1)OCO2	·	·	0.4%	i	1.0
COC(=O)C1=C(c2cccc(OCc3ccccc3)c2)C[C@@H]2CC[C@H]1N2C(=O)NCc1ccc(Br)cc1	·	·	1.7%	i	2.1
COC(=O)C1=C(c2cccc(C#N)c2)C[C@@H]2CC[C@H]1N2C(=O)NCCNC(C)=O	·	·	2.6%	i	0.6
COC(=O)C1=C(c2cccc(OCc3ccccc3)c2)C[C@@H]2CC[C@H]1N2C(=O)NCc1ccc(F)cc1	·	·	2.7%	i	1.4
CCOC(C[n+]1c(-c2ccccc2)cc(C)cc1-c1ccccc1)OCC	·	·	5.0%	i	2.3
COc1ccc([C@@H](O)[C@@H](N)c2ccccc2)cc1	·	·	2.7%	i	0.4
COCCNC(=O)N1[C@H]2CC[C@@H]1C(C(=O)OC)=C(c1cccc(C#N)c1)C2	·	·	2.7%	i	1.1
COC(=O)C1=C(c2ccc(OC)c(OC)c2)C[C@@H]2CC[C@H]1N2C(=O)N1CCC(O)CC1	·	·	0.7%	i	0.7
COC(=O)C1=C(c2ccc3ccccc3c2)C[C@@H]2CC[C@H]1N2C(=O)NCc1ccc(C(F)(F)F)cc1	·	·	-1.4%	i	1.1
COC(=O)C1=C(c2ccc3ccccc3c2)C[C@@H]2CC[C@H]1N2C(=O)N1CCOCC1	·	·	1.0%	i	1.1
COC(=O)C1=C(c2ccc(-c3ccccc3)c(F)c2)C[C@@H]2CC[C@H]1N2C(=O)NC(C)C	·	·	-0.1%	i	1.0
Cc1nn(C)cc1/C=C1/CC2C3CC=C4CC(O)CCC4(C)C3CCC2(C)C1=O (configuration not stated)	·	·	1.5%	i	0.5
COC(=O)C1=C(c2ccc(F)cc2F)C[C@@H]2CC[C@H]1N2C(=O)NCc1ccco1	·	·	1.3%	i	2.6
CC(C)[C@]12CC(=O)[C@H](C)[C@H]1C2	·	·	0.9%	i	1.5
COC(=O)C1=C(c2ccc(S(C)(=O)=O)cc2)C[C@@H]2CC[C@H]1N2C(=O)NCc1ccc(F)cc1	·	·	1.1%	i	1.8
CC(C)(O)C(=O)Nc1ccc([N+](=O)[O-])c(C(F)(F)F)c1	·	·	1.8%	i	1.4
O=[N+]([O-])CCO	·	·	2.3%	i	1.4
c1ccc(CCN2CCC3(CC2)OCCO3)cc1	·	·	-2.2%	i	0.4

In another format: entries from further up.
Values in the order: Salmonella PhoP GFP | SIAH1 antagonists | RSV CPE inhibition | Myeloid diff 2 | Myeloid diff 2 GFP+ MAC1+ %
Cn1cc(C(=O)OCC(=O)NC2(C#N)CCCC2)c2ccccc21
  · | · | 1.2% | i | 0.7
Brc1ccc(Oc2ccc(Br)cc2Br)c(Br)c1
  · | · | 2.2% | i | 1.1
Oc1ccccc1-[n+]1c(-c2ccccc2)cc(-c2ccccc2)c(O)c1-c1ccccc1
  · | · | 1.5% | i | 1.7
C[C@@H]1O[C@@H](O[C@@H]2C=C3CC[C@@H]4C(CC[C@]5(C)[C@@H](c6ccc(=O)oc6)CC[C@]45O)[C@@]3(C)CC2)[C@H](O)[C@H](O)[C@H]1O (some centres not stated)
  · | · | -1.8% | i | 1.0

Additional entries follow:
SMILES	Salmonella PhoP GFP	SIAH1 antagonists	RSV CPE inhibition	Myeloid diff 2	Myeloid diff 2 GFP+ MAC1+ %
O=C(O)COc1ccc(Cl)cc1Cl	·	·	0.8%	i	0.4
COC(=O)C1=C(c2ccc(-c3ccccc3)c(F)c2)C[C@@H]2CC[C@H]1N2C(=O)NCCOc1ccccc1Cl	·	·	-0.3%	i	1.9
COC(=O)C1=C(c2ccc(C(C)=O)cc2)C[C@@H]2CC[C@H]1N2C(=O)N1CCCC1	·	·	0.5%	i	0.7
COC(=O)C1=C(c2cccc(OCc3ccccc3)c2)C[C@@H]2CC[C@H]1N2C(=O)NCCOc1ccccc1Cl	·	·	5.5%	i	3.9

Bioassay records (PubChem)
